# MBD2 inh – inhibitors of human MBD2 binding to methylated oligonucleotide. TR-FRET. AID 686964. Q9UBB5. hit rate 0.31% among 370,000. inhibition, % at 4.4 µM; in the data active = inhibition above about 13%
# Target sequence (Q9UBB5 whole entry, looked up): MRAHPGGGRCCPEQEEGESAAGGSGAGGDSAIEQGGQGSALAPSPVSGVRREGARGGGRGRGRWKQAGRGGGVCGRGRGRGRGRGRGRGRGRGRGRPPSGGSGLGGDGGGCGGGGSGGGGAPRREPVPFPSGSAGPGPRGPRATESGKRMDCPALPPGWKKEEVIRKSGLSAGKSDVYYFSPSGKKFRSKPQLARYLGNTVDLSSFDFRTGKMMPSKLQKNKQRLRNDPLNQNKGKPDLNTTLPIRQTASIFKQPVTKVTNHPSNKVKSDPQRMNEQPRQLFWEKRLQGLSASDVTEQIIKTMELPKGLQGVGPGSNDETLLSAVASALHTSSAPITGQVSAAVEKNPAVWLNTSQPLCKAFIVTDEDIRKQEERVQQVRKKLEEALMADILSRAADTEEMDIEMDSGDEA
# rCAG binder – molecules binding r(CAG) RNA repeats; inhibition, % at 3 µM; hit rate 1.3% among 370,000; r(CAG) RNA repeat, TO-PRO-1 dye displacement fluorescence; AID 651821;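 active = inhibition above the plate cutoff, the mean of all test compounds on that plate plus 3 SD, cut at about 35% in these data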;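 note: 0% = DMSO alone and 100% = 100 µM mitoxantrone as full dye displacement; higher means more dye released from RNA so lower well fluorescence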
# PRMT1 FP inh – inhibitors of human PRMT1 | recombinant PRMT1, activity-based probe fluorescence polarization | inhibition, % at 2.79 µM | hit rate 1.3% among 370,000 | AID 652257;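 active = inhibition above about 21% made by adding two undisclosed values, limit read from the data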
# UHRF1 binding – human UHRF1 methylated DNA binding inhibitors. Q96T88. UHRF1 binding to methylated oligo, TR-FRET. inhibition, % at 4.4 µM. hit rate 0.75% among 370,000; in the data active = inhibition above about 21%;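 note: UHRF1 SRA domain binding a hemimethylated CpG hairpin DNA probe; 0% = median of test compound wells and 100% = reference inhibitor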
# SIAE primary – human SIAE inhibition, primary screen | inhibition, % at 9.66 µM | Q9HAT2 | hit rate 0.69% among 370,000 | SIAE FP-Rh probe binding, fluorescence polarization;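 active = inhibition above a cutoff: mean of compounds within the control limits plus 3 SD of those, cut at about 17% in these data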;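 note: 0% = plate median of compound wells and 100% = probe without SIAE protein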
# TCR CD3 inh – blocks the human TCR-CD3 interaction. TAMRA-labeled TCR probe fluorescence, biochemical. inhibition, % at 9.4 µM. hit rate 0.37% among 360,000; in the data active = inhibition above about 19%;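 note: recombinant mutant TCR 2C K166C tagged with TAMRA read by polarization; 0% = receptor in buffer alone and 100% = receptor with positive control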
# GC-B act – GC-B (human) receptor activation; HEK293-GC-B cells, CNP EC30, cGMP TR-FRET; 0% at EC30 CNP, 100% saturating CNP; AID 1920062; hit rate 0.11% among 370,000; activation, % at 10 µM;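 active = activation at 10 µM reaching about 35% in either raw or pattern-adjusted values, limit read from the data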
# GC-A act – GC-A (human) enzyme activation. activation, % at 10 µM. HEK293 GC-A cells, cGMP TR-FRET, EC30 ANP; 0% at EC30 ANP, 100% saturating ANP. hit rate 0.14% among 370,000. P16066; in the data active = activation above about 40%
# mABHD4 FP – inhibitors of mouse ABHD4. Q8VD66. inhibition, % at 8.92 µM. hit rate 0.54% among 370,000. purified mABHD4, FP-Rh probe fluorescence polarization;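 active = inhibition exceeding the mean over every tested compound plus 3 SD, cut at about 30% in these data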;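 note: 0% = plate median of compound wells and 100% = S159A mutant with DMSO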
# Target sequence (Q8VD66 whole entry, looked up): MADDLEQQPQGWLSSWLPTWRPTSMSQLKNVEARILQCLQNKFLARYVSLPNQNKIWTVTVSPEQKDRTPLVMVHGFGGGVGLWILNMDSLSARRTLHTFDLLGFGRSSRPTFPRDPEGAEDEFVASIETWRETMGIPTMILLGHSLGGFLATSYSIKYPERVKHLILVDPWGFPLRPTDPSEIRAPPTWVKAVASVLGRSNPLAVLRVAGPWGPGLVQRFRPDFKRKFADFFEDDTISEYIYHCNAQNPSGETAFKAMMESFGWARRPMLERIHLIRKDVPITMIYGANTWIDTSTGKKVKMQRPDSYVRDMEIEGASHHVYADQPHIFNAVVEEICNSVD
#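 assay system = mABHD4 protein | compound dosing = single nominal dose of 8.92 µM, 0.89% DMSO final | read-out basis = percent inhibition of probe binding, normalized to plate controls | schedule = Enzyme–compound pre-incubation 45 min, then probe 60 min, both 25 °C | detection = fluorescence polarization, excitation 525 nm, emission 598 nm, BODIPY TMR filters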
# HTRA1 inh – HTRA1 (human) protease inhibition; inhibition, % at 5.96 µM; Q92743; recombinant HTRA1, FP-rhodamine activity-based probe, fluorescence polarization; AID 504803; hit rate 0.5% among 340,000; in the data active = inhibition above about 36%;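 note: 0% = enzyme with DMSO and 100% = wells lacking enzyme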
# Starred values were filed as active, the others as inactive; nt = not tested or not shown. A portion of the library. The share of hits here may be higher or lower than overall.
1	O=C(C1CC=CCC1)N1CCCCCC1 (stereo not given)
2	COc1ccc(CCC(=O)Nc2cc(Cl)ccc2N2CCN(C)CC2)cc1
3	Cc1cc(C)c(OCC(=O)Nc2ccccc2N2CCCCC2)c(C)c1
4	O=C(COC(=O)c1cc(S(=O)(=O)N2CCOCC2)c(Cl)cc1Cl)Nc1ncc(C(F)(F)F)cc1Cl
5	O=S(=O)(c1cccs1)N1CN(CC2CCCO2)c2nc3ccccc3nc21 (stereo not given)
6	O=C1CCC(C(=O)N2CCCC(Nc3ccc(F)cc3)C2)=NN1 (stereo not given)

entry no.	1	2	3	4	5	6
MBD2 inh	0	3	5	-2	2	3
rCAG binder	2	-11	1	7	0	-3
PRMT1 FP inh	-1	-1	5	1	3	0
UHRF1 binding	1	1	0	3	1	2
SIAE primary	11	2	-2	1	-2	-2
TCR CD3 inh	-5	2	-3	0	-6	0
GC-B act	3	-29	4	12	5	3
GC-A act	0	-36	3	8	1	-1
mABHD4 FP	5	3	-9	1	-2	3
HTRA1 inh	-1	nt	-1	1	4	0

7	O=C(CCNC(=O)c1ccco1)Nc1ccccc1OC(F)F
8	Cc1ccc2cc(CN(CCN3CCOCC3)C(=O)NCc3ccccc3)c(=O)[nH]c2c1C
9	CCc1noc(C)c1C(=O)Nc1ccc(F)c(F)c1F
10	CCOC(=O)C1(Cc2cccc(OC)c2)CCCN(Cc2ccc(NC(C)=O)cc2)C1 (stereo not given)
11	CN(C)CCNC(=O)CNC(=S)N(CCCN1CCOCC1)Cc1cccs1
12	COc1ccc2c(c1)C(=O)N(Cc1ccccc1)C(=O)C2(C)C

entry no.	7	8	9	10	11	12
MBD2 inh	2	-6	-5	1	2	-3
rCAG binder	-1	3	0	-8	-1	3
PRMT1 FP inh	3	2	-2	-3	0	5
UHRF1 binding	-1	-4	2	-2	-1	-3
SIAE primary	5	-2	-1	2	5	-2
TCR CD3 inh	2	2	1	5	6	13
GC-B act	3	-1	5	0	8	-5
GC-A act	-4	-1	2	0	-2	0
mABHD4 FP	1	2	4	3	10	4
HTRA1 inh	8	-3	-3	-2	0	-20

13	Nc1nc(=S)[nH]c2c1C1(CCCC1)Cc1ccccc1-2
14	Cc1cc2cc(C#N)c(N3CCOCC3)nc2cc1Cl
15	COc1ccc(C(CCN2CCCCC2)c2c(O)cc(OC)cc2OC)cc1 (stereo not given)
16	COC(CNC(=O)c1ccc(CS(=O)(=O)c2ccccc2)o1)OC
17	O=C(CCc1ccccc1)Nc1cc2c(cc1C(=O)O)OCCCO2
18	CCN(CC)CCSc1nc2c([nH]1)c(=S)n(C)c(=O)n2C

entry no.	13	14	15	16	17	18
MBD2 inh	-2	0	1	1	2	1
rCAG binder	6	3	3	5	6	4
PRMT1 FP inh	9	-1	-3	2	1	42*
UHRF1 binding	-2	-2	4	0	-2	-1
SIAE primary	-9	0	-3	-4	1	-1
TCR CD3 inh	7	1	-1	0	2	-4
GC-B act	1	-5	-10	2	-7	2
GC-A act	-5	2	-2	4	-5	2
mABHD4 FP	5	4	4	1	8	-2
HTRA1 inh	-4	0	-7	5	3	4

19	O=C(CCN1C(=O)/C(=C/c2ccc3c(c2)OCO3)SC1=S)Nc1ccccc1
20	CC1(C)CC(C(=O)Nc2ccccc2)C(=O)O1 (stereo not given)
21	O=C(Nc1ccc(F)cc1F)c1cccn1-c1ncc(C(F)(F)F)cc1Cl
22	Cc1nc(C)n(CC(O)COc2ccc3ccccc3c2)n1 (stereo not given)
23	NC(=O)CN1C(=O)C(O)(CC(=O)/C=C\c2ccc3c(c2)OCO3)c2ccccc21 (stereo not given)
24	COc1ccc(CCN2C(=O)CC(Cc3ccccc3)C2=O)cc1OC (stereo not given)

entry no.	19	20	21	22	23	24
MBD2 inh	8	2	-6	-2	6	5
rCAG binder	7	-1	-4	-3	6	-6
PRMT1 FP inh	5	-2	2	-1	2	-3
UHRF1 binding	3	-1	-2	1	4	2
SIAE primary	-17	-4	1	1	4	2
TCR CD3 inh	-4	-2	4	7	-1	6
GC-B act	4	2	-7	-5	2	0
GC-A act	-3	2	-6	4	-1	1
mABHD4 FP	-10	6	-5	-2	-3	2
HTRA1 inh	6	4	-4	4	0	1

25	COc1cc(C(=O)Nc2ccc(C)cn2)c([N+](=O)[O-])cc1OC
26	CC1CN(C(=S)Nc2ccccc2)C(C)CN1C=O (stereo not given)
27	COc1cccc(NC(=O)CN(C)C(=O)c2sc3cc(Cl)ccc3c2Cl)c1
28	COc1cccc2cc(/C(=N/O)c3ccccc3)oc12
29	Cc1nn(-c2ccccc2)c(C)c1/C=N/NC(=O)c1cc(C2CC2)[nH]n1
30	CC(C)c1ccc(S(=O)(=O)N2CCC3(CC2)OCCO3)cc1

entry no.	25	26	27	28	29	30
MBD2 inh	-2	-6	7	-4	0	-2
rCAG binder	0	-1	10	0	-5	-9
PRMT1 FP inh	2	-6	5	-2	2	2
UHRF1 binding	-1	0	8	-1	3	3
SIAE primary	-6	2	-20	-3	-5	6
TCR CD3 inh	4	5	-2	7	-5	-2
GC-B act	5	4	4	2	-3	3
GC-A act	1	-2	-4	13	-6	6
mABHD4 FP	2	-1	-48	-18	-1	6
HTRA1 inh	3	-6	-59	-18	0	8

31	CCC(CC)C(=O)Nc1cc(C(=O)OC)cc(C(=O)OC)c1
32	COc1ccc(C(=O)NCCc2ccc(C(F)(F)F)cc2)cc1S(=O)(=O)N1CCOCC1
33	CCOC(=O)C1=C(CCc2ccccc2)NC(=O)NC1c1ccc2ccccc2c1 (stereo not given)
34	CCCOc1ccc(CSc2nc3ccccc3[nH]2)cc1
35	O=C(CSc1nnc(-c2ccco2)n1-c1ccccc1)NCC1CCCO1 (stereo not given)
36	O=C(NCC1CCCCC1)c1[nH]c(C(F)(F)F)nc1-c1ccccc1

entry no.	31	32	33	34	35	36
MBD2 inh	0	5	-1	-5	-1	-5
rCAG binder	-3	-1	0	3	-3	5
PRMT1 FP inh	3	1	1	1	1	-2
UHRF1 binding	4	0	-2	2	0	0
SIAE primary	1	-3	-3	-2	-7	8
TCR CD3 inh	-3	-5	3	-6	7	-3
GC-B act	4	-2	-5	-1	-4	3
GC-A act	-3	0	-5	-2	0	1
mABHD4 FP	-9	4	-3	-27	5	-30
HTRA1 inh	-4	-5	-40	-28	3	nt

# Shown with two lines to a compound: 11 of the compounds above
# Every second line gives: MBD2 inh, rCAG binder, PRMT1 FP inh, UHRF1 binding, SIAE primary, TCR CD3 inh, GC-B act, GC-A act, mABHD4 FP, HTRA1 inh
(24) COc1ccc(CCN2C(=O)CC(Cc3ccccc3)C2=O)cc1OC (stereo not given)
→ 5, -6, -3, 2, 2, 6, 0, 1, 2, 1
(25) COc1cc(C(=O)Nc2ccc(C)cn2)c([N+](=O)[O-])cc1OC
→ -2, 0, 2, -1, -6, 4, 5, 1, 2, 3
(26) CC1CN(C(=S)Nc2ccccc2)C(C)CN1C=O (stereo not given)
→ -6, -1, -6, 0, 2, 5, 4, -2, -1, -6
(27) COc1cccc(NC(=O)CN(C)C(=O)c2sc3cc(Cl)ccc3c2Cl)c1
→ 7, 10, 5, 8, -20, -2, 4, -4, -48, -59
(28) COc1cccc2cc(/C(=N/O)c3ccccc3)oc12
→ -4, 0, -2, -1, -3, 7, 2, 13, -18, -18
(29) Cc1nn(-c2ccccc2)c(C)c1/C=N/NC(=O)c1cc(C2CC2)[nH]n1
→ 0, -5, 2, 3, -5, -5, -3, -6, -1, 0
(30) CC(C)c1ccc(S(=O)(=O)N2CCC3(CC2)OCCO3)cc1
→ -2, -9, 2, 3, 6, -2, 3, 6, 6, 8
(31) CCC(CC)C(=O)Nc1cc(C(=O)OC)cc(C(=O)OC)c1
→ 0, -3, 3, 4, 1, -3, 4, -3, -9, -4
(32) COc1ccc(C(=O)NCCc2ccc(C(F)(F)F)cc2)cc1S(=O)(=O)N1CCOCC1
→ 5, -1, 1, 0, -3, -5, -2, 0, 4, -5
(33) CCOC(=O)C1=C(CCc2ccccc2)NC(=O)NC1c1ccc2ccccc2c1 (stereo not given)
→ -1, 0, 1, -2, -3, 3, -5, -5, -3, -40
(34) CCCOc1ccc(CSc2nc3ccccc3[nH]2)cc1
→ -5, 3, 1, 2, -2, -6, -1, -2, -27, -28

# Continued.
37	COc1ccc(/C=N/NC(=O)Nc2cccc3nsnc23)c(OC)c1
38	CCCn1c(C2CCCN2c2nc(-c3ccc(C)cc3)cs2)nc2ccccc21 (stereo not given)
39	CC/C(=N\NC(=O)c1nnn(-c2nonc2N)c1-c1ccc2c(c1)OCO2)c1ccccc1
40	Cc1cccc(C)c1NC(=O)CN1CCN(C(=O)c2cc(C3CC3)nn2-c2ccccc2)CC1
41	CN(C)CCCNCCCNC(=O)c1ccncc1
42	CCCC(=O)Nc1ccc2c(c1)nc(CCN1CCC(C)CC1)n2C

entry no.	37	38	39	40	41	42
MBD2 inh	-3	-5	-4	0	0	4
rCAG binder	0	1	4	1	-2	0
PRMT1 FP inh	-1	2	-6	2	-2	7
UHRF1 binding	-4	0	2	3	2	6
SIAE primary	2	14	-1	-9	-5	-4
TCR CD3 inh	3	1	6	5	9	-10
GC-B act	-8	-10	1	4	6	-5
GC-A act	13	-4	-4	2	-1	3
mABHD4 FP	2	2	-8	7	3	-9
HTRA1 inh	-5	-16	-6	3	5	9

43	CCOC(=O)c1ccc(-c2c(-c3ccccc3OC)sc3ccc(OC)cc23)cc1F
44	COc1cc(NC(=O)COc2cc(C)cc3oc(=O)cc(C)c23)cc(OC)c1OC
45	COCCn1c(C)cc(C(=O)CN2CCCCC2)c1C
46	C[C@H]1CN([C@@H](C)CO)C(=O)CCCn2cc(nn2)CO[C@@H]1CN(C)C(=O)Nc1ccccc1C(F)(F)F
47	CCc1nc2ccccc2n(CCOCCOCCn2c(=O)c(CC)nc3ccccc32)c1=O
48	O=c1cc(CO)occ1OCc1ccccc1

entry no.	43	44	45	46	47	48
MBD2 inh	3	2	0	0	-5	-3
rCAG binder	2	0	-1	1	-7	-1
PRMT1 FP inh	1	1	-1	1	-4	0
UHRF1 binding	17	3	-1	-1	1	3
SIAE primary	-8	-6	-3	9	-4	-4
TCR CD3 inh	-5	-1	-2	5	5	-1
GC-B act	-2	0	3	4	-1	-6
GC-A act	-4	-7	0	-4	1	4
mABHD4 FP	-9	3	1	0	-5	3
HTRA1 inh	-13	-5	0	2	4	-1

49	COc1ccc(-c2csc(NC(=O)CSc3ncn[nH]3)n2)cc1OC
50	CCCNS(=O)(=O)c1ccc(CCC(=O)NCC2CCCO2)cc1 (stereo not given)
51	O=C(OC(C(=O)O)C(OC(=O)c1ccccc1)C(=O)NCc1ccccc1)c1ccccc1 (stereo not given)
52	CCC(NC(=O)NNC(=O)c1ccncc1)(C(F)(F)F)C(F)(F)F
53	COC(=O)c1c(C(=O)OC)c(-c2ccc(F)cc2)n2c1CS(=O)C2 (stereo not given)
54	CCCc1cc(C(=O)NNC(=S)NC(C)c2ccccc2)cs1 (stereo not given)
55	COCCN1C=C(C(=O)OC)C(c2ccc(OC)c(OC)c2)C(C(=O)OC)=C1
56	COc1ccc(NC(=O)c2ccc(OC)c(S(=O)(=O)N3CCCCC3C)c2)cn1 (stereo not given)

entry no.	49	50	51	52	53	54	55	56
MBD2 inh	2	1	3	0	-3	-5	3	1
rCAG binder	0	-3	10	0	-1	10	-6	0
PRMT1 FP inh	4	-1	-2	1	2	3	3	4
UHRF1 binding	2	1	-3	1	0	-1	21	14
SIAE primary	-8	-1	7	1	-5	1	-2	6
TCR CD3 inh	-4	6	5	-3	1	-3	1	-1
GC-B act	-2	4	5	-4	7	6	2	0
GC-A act	0	5	-2	2	6	4	-5	0
mABHD4 FP	-3	3	-1	-17	0	-4	9	2
HTRA1 inh	4	6	-4	1	-4	0	4	-4

# High-throughput results (PubChem)
